Compound activity deposited in PubChem by several laboratories.
DAT uptake mod: modulates human dopamine transporter uptake under cocaine; Q01959; B-score at 10 µM; AID 449768; LLC-PK1 hDAT cells, [14C]-dopamine uptake with cocaine IC80; actives deviate in either direction; 110,000 compounds, 1.3% hits;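 active = Z score or B-score, a plate-position-corrected score, falls beyond the plate's 99.7% confidence bounds, in either direction; inactive = both scores lie inside the 99.7% bounds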;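 also: scored against the spread of the other compound wells on the same plate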
Target sequence (Q01959 whole entry, looked up): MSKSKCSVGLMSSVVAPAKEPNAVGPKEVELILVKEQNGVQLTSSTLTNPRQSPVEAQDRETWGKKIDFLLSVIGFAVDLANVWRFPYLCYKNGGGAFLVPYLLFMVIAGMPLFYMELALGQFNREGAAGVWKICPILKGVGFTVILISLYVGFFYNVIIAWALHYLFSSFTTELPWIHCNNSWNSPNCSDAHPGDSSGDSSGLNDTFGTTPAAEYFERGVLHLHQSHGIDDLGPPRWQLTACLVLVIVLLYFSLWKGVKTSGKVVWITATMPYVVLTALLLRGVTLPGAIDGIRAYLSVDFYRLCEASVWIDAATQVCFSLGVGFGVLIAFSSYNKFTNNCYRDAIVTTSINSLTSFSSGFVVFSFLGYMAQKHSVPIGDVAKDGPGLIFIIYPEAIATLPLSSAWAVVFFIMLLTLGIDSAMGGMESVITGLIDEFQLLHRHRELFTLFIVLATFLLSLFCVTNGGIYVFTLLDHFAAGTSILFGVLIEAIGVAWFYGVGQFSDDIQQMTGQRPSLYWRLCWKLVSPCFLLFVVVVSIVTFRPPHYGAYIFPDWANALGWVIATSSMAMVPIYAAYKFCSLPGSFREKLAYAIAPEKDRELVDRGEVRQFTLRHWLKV
PostGolgi ctrl: yeast control strain growth, post-Golgi counter-screen; 98,000 compounds, 5% hits; inhibition, % at 10 µM; efflux-deficient yeast background strain, growth absorbance A615, 16 h; AID 738
CYP2C19 inhib: inhibitors of human CYP2C19 | inhibition, % at 5 µM | AID 778 | 96,000 compounds, 21% hits | CYP2C19 Supersomes, luciferin-H EGE luminescence, 30 min | P33261;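 active = CYP2C19 inhibition above a set limit at 5 µM in the primary screen, cut at about 50% in these data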;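 also: plate controls were negative control wells for no effect and 2.5 mM tranylcypromine positive control for full effect; values of inactives mirror those of a sister screen read the other way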
Target sequence (P33261 whole entry, looked up): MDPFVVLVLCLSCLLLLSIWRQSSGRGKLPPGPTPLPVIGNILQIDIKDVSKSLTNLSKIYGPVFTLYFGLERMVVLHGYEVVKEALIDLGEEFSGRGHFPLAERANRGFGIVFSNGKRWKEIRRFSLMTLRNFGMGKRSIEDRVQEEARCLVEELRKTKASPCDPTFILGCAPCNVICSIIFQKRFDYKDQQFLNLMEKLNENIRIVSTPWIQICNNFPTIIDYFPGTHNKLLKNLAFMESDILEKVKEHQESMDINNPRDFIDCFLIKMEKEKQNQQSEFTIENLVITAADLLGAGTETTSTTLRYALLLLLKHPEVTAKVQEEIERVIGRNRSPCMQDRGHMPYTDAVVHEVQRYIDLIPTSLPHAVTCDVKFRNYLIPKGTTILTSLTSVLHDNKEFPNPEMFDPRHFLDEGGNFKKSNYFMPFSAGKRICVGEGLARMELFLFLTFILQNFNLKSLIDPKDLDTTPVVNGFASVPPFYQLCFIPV
sEH inhibitor: blocks human soluble epoxide hydrolase activity; P34913; recombinant human sEH enzymatic activity assay; inhibition, % at 2 µM; 91,000 compounds, 0.34% hits; in the data active = inhibition above about 80%; also: values of inactives mirror those of a sister screen read the other way; many of its hits are not listed in these tables
S1P2 agonist: activates the human S1P2 receptor. AID 729. activation, % at 4.5 µM. S1P2-expressing cell line, agonist reporter read-out. 97,000 compounds, 0.46% hits. O95136; in the data active = activation above about 16%;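 also: 0% = vehicle low control and 100% = maximal reference agonist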
S1P2 antag: antagonists of human S1P2 receptor; O95136; cell-based S1P2 antagonist assay, inhibition at 5 uM; inhibition, % at 5 µM; 97,000 compounds, 0.21% hits; AID 736; in the data active = inhibition above about 45%;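 also: CRE beta-lactamase reporter cells expressing human S1P2 stimulated with S1P; 0% = agonist at EC80 alone and 100% = agonist plus reference antagonist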
sEH activator: soluble epoxide hydrolase (human) activation | P34913 | purified human sEH enzymatic activity, activator screen | activation, % at 2 µM | 91,000 compounds, 0.04% hits | AID 717; in the data active = activation above about 37%; also: values of inactives mirror those of a sister screen read the other way
PostGolgi yeast: growth inhibition of a yeast mutant, post-Golgi transport screen. post-Golgi transport phenotypic cell assay. inhibition, % at 10 µM. 98,000 compounds, 0.9% hits;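 also: yeast cells grown in 1536-well plates; yeast grown about 18 h at 30C before absorbance read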
CYP2C19 activ: activators of human cytochrome P450 2C19. P33261. recombinant CYP2C19, luciferin-H EGE luminescence; stronger effect = higher value; 0 = fully inhibited enzyme, 1 = untreated enzyme. activation factor at 5 µM. 96,000 tested, under 10 active. AID 1025;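 active = activation factor of at least 2 at 5 µM in the primary screen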;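 also: 0 = wells with 2.5 mM tranylcypromine and 1 = vehicle-only wells; values of inactives mirror those of a sister screen read the other way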
Starred values were filed as active, the others as inactive; . = not tested or not shown; & = joins results of further samples. Rule as the data show it, unless noted: active = inhibition above about 30%; inactive = the rest.

SMILES	DAT uptake mod	PostGolgi ctrl	CYP2C19 inhib	sEH inhibitor	S1P2 agonist	S1P2 antag	sEH activator	PostGolgi yeast	CYP2C19 activ
CCc1c(C)nc2ncnn2c1N1CCCC(C(=O)NCc2ccco2)C1 (centres undefined)	0.37	24	7	2	-5	-41	-3	0	0.9
CC(C)(C)NC(=O)C(c1ccncc1)N(C(=O)CNC(=O)c1ccco1)c1ccc2c(c1)OCO2 (centres undefined)	-0.015	3	26	7	-3	7	-2	-2	0.7
O=C(CN1C2=NCCN2c2ccccc21)c1ccc(Br)cc1	0.27	-3	21	-4	-7	23	5	-2	0.8
CC(=O)c1c(C)[nH]c(C)c1C(C)=O	-0.59	4	8	8	-8	18	-7	-5	0.9
Cn1c(=O)c2c(nc(Sc3n[nH]c(N)n3)n2Cc2ccccc2Cl)n(C)c1=O	1.2	-2	54*	.	-4	9	.	-8	0.5
COc1ccc(CCNC(=O)c2ccc(N3CCCC3=O)cc2)cc1OC	-0.44	-4	13	-1	-5	9	-4	4	0.9
CCn1ccc(C(=O)Nc2ccc(N(C)C(C)=O)cc2)n1	0.081	-1	-11	14	-11	6	-11	-2	1.1
O=C1N/C(=C/c2cccn2-c2ccc(F)cc2)C(=O)N1Cc1ccccc1	0.44	7	7	1	-7	-3	-3	-11	0.9
COc1ccc(C(=O)NCC(=O)OCC(=O)N2CC(C)CC(C)C2)cc1 (centres undefined)	-0.23	1	4	8	-4	0	-8	-19	1
O=C(Nc1ccc(N2CCN(C(=O)c3ccco3)CC2)c(Cl)c1)c1c(F)c(F)c(F)c(F)c1F	0.64	63*	68*	4	-6	3	-2	22	0.3
CC(=O)NC1=NN(C(C)=O)C(C)(c2ccccc2)S1 (centres undefined)	-0.5	8	8	-6	-5	-2	6	1	0.9
CCN1C(=O)/C(=C2/Sc3ccccc3N2CCCS(=O)(=O)O)SC1=S	-0.43	-1	0	5	0	1	-6	-2	1
Cc1nn(CCc2n[nH]c(=S)n2C2CCCCC2)c(C)c1Br	-0.74	11	47	31	-4	15	-30	12	0.5
CCN(CC(=O)NCCc1ccc(S(N)(=O)=O)cc1)Cc1nc2ccccc2c(=O)[nH]1	-0.031	3	13	2	-6	-6	0	-4	0.9
COc1ccc(NC(=O)c2cccnc2N2CCCCC2)cc1	1	9	.	2	0	-16	0	7	.
CCN(C(=O)CSc1nnc(NC2CCCCC2)s1)C1CCS(=O)(=O)C1 (centres undefined)	0.73	2	-23	-6	-4	-6	6	-1	1.2
CCOC(=O)C(NS(=O)(=O)c1ccccc1)(C(F)(F)F)P(=O)(OC(C)C)OC(C)C (centres undefined)	-0.047	26	42	4	-2	-2	-3	-8	0.6
O=C(c1ccc2snnc2c1)N1CCCCC1	-0.34	.	.	-6	-3	-21	10	.	.
COc1cc(/C=N/NC(=O)c2ccoc2C)cc(OC)c1OC	0.19	.	.	-8	4	-9	11	.	.
CC(C)NC(=O)NC(=O)COC(=O)CCOc1ccccc1	0.54	0	2	-5	-2	-19	6	1	1

Single records, as listed above:
`CC(=O)NC1=NN(C(C)=O)C(C)(c2ccccc2)S1` (centres undefined) is listed as DAT uptake mod: -0.5; PostGolgi ctrl: 8; CYP2C19 inhib: 8; sEH inhibitor: -6; S1P2 agonist: -5; S1P2 antag: -2; sEH activator: 6; PostGolgi yeast: 1; CYP2C19 activ: 0.9
`CCOC(=O)C(NS(=O)(=O)c1ccccc1)(C(F)(F)F)P(=O)(OC(C)C)OC(C)C` (centres undefined) is listed as DAT uptake mod: -0.047; PostGolgi ctrl: 26; CYP2C19 inhib: 42; sEH inhibitor: 4; S1P2 agonist: -2; S1P2 antag: -2; sEH activator: -3; PostGolgi yeast: -8; CYP2C19 activ: 0.6

(continued)
SMILES	DAT uptake mod	PostGolgi ctrl	CYP2C19 inhib	sEH inhibitor	S1P2 agonist	S1P2 antag	sEH activator	PostGolgi yeast	CYP2C19 activ
C=CCSc1nnc(NC(=O)CSc2nnc(C)s2)s1	0.4	2	18	-4	-5	18	8	-1	0.8
CCC(Oc1ccccc1)C(=O)Nc1ccccn1 (centres undefined)	0.88	-1	75*	14	-3	9	-11	12	0.3
Cc1cccc(NC(=O)CSc2nnc(-c3ccccc3Br)o2)c1C	0.13	-3	37	1	-2	-8	-1	-6	0.6
Cc1cnc(C(=O)N2CCN(S(=O)(=O)c3ccc4ccccc4c3)CC2)cn1	-0.044	8	23	-17	-3	7	15	-4	0.8
CC1CCc2c(nc3nc[nH]n3c2=O)C1 (centres undefined)	0.24	3	-5	1	-1	7	-1	0	1
O=C(CNC(=O)c1cccs1)OCC(=O)c1cccs1	-1.8	11	-5	-12	0	-9	13	0	1
Nc1ccc(Nc2ccccc2)cc1	0.94	-4	37	0	-9	-8	0	3	0.6
O=C(O)CCCNc1cc(N2CCC3(CC2)OCCO3)c2noc3c2c1C(=O)c1ccccc1-3	.	-4	26	13	3	-30	-12	0	0.7
Brc1cc2c(cc1Cn1c(-c3cncs3)nc3ccccc31)OCO2	-0.011	7	2	-6	0	-36	4	16	1
O=C1Nc2ccccc2N=C(c2ccccc2)C1N1CCOCC1 (centres undefined)	0.76	-1	54*	-6	-6	15	4	2	0.5

An excerpt from above, limited to PostGolgi yeast and sEH activator:
canonical_smiles	PostGolgi yeast	sEH activator
Cc1cnc(C(=O)N2CCN(S(=O)(=O)c3ccc4ccccc4c3)CC2)cn1	-4	15
CC1CCc2c(nc3nc[nH]n3c2=O)C1 (centres undefined)	0	-1

Next section
SMILES	DAT uptake mod	PostGolgi ctrl	CYP2C19 inhib	sEH inhibitor	S1P2 agonist	S1P2 antag	sEH activator	PostGolgi yeast	CYP2C19 activ
COCCCn1cnc2c(c1=O)c1nc3ccccc3nc1n2-c1ccccc1	1.5	22	13	-28	2	-5	26	6	0.9
CCN(CC)S(=O)(=O)c1ccc(C(=O)NCc2n[nH]c(=S)n2Cc2ccccc2)cc1	0.75	-4	-7	12	-3	22	-14	3	1.1
CCCCN(C)C(=O)c1coc(=O)c2ccccc12	0.0088	15	10	-2	2	10	2	12	0.9
COc1ccc(CNC(=O)C2CCN(C(=O)[C@@H](CC(C)C)NC(=O)OC(C)(C)C)CC2)cc1	1.2	1	9	67	-1	-1	-67	-3	0.9
COC(=O)c1ccc2c(=O)n(NC(=O)C(c3ccccc3)c3ccccc3)c(=S)[nH]c2c1	0.24	4	1	-13	0	12	10	0	1
COc1cc(Cc2nc3ccc(S(=O)(=O)N4CCOCC4)cc3[nH]2)cc(OC)c1OC	1	-2	5	7	1	-15	-9	8	0.9
CNC(=O)NC(=O)C(C)OC(=O)c1c(C)noc1C (centres undefined)	-0.46	-2	-8	-12	-6	-15	11	15	1.1
O=C(CSc1nnc(C2CCCCC2)o1)N1CCCCC1	-0.024	2	46	7	-5	1	-10	1	0.5
CC[C@H](C)[C@H](NS(=O)(=O)c1ccc(C)cc1)C(=O)N1CCC(C(=O)N[C@H](C(=O)O)C(C)C)CC1	-0.1	-8	12	0	0	6	0	3	0.9
O=C(c1cccs1)N1CCc2c([nH]c3ccccc23)C1c1ccc(Cl)cc1 (centres undefined)	-0.042	30*	23	2	-5	-1	-1	1	0.8
COc1ccc(/C=C/c2c([N+](=O)[O-])c(=O)n(C)c(=O)n2C)cc1OC	-0.17	6	-4	2	-8	-11	1	0	1
COc1ccc2c(c1)C1CC(C)(NC(=O)C1C(=O)c1ccccc1)O2 (centres undefined)	0.035	-7	24	7	-1	16	-8	8	0.8
CCOC(=O)C1=C(c2ccccc2)N=C2SCC(=O)N2C1c1ccc(OCC)c(OCC)c1 (centres undefined)	-0.22	2	0	-1	-1	-31	2	-4	1
CC(=O)N1CCC(N(CCN2CCOCC2)C(=O)Nc2ccc(Cl)c(Cl)c2)CC1	-0.31	.	.	-14	-4	-1	13	.	.
CNC(=O)c1nnn(Cc2ccccc2)c1NC(C)=O	-0.75	11	-2	-18	0	-7	16	2	1
CCCOP(=O)(OCCC)C1(Nc2ccc(C)cc2)CCCCC1	.	8	36	-20	-6	12	24	5	0.6
CC(C)NC(=O)C(=O)NCCc1ccc(Cl)cc1	0.11	-1	92*	5	1	-10	-4	3	0.1
CC1CCc2nc(NC(=O)CN3CCN(Cc4ccc5c(c4)OCO5)CC3)sc2C1 (centres undefined)	0.66	10	72*	13	-3	-5	-11	0	0.3
O=C(Cn1cccc1C(=O)c1ccccc1)NCCCN1CCOCC1	-0.48	7	7	0	-3	-19	-1	8	0.9
CC(C)CC1(C)NC(=O)N(CCN2C(=O)c3ccccc3C2=O)C1=O (centres undefined)	-0.99	3	75*	11	-3	6	-9	0	0.2
COC(=O)c1nn(-c2ccc(Cl)cc2)c(=O)cc1Sc1ccccn1	0.35	1	11	-6	-6	-8	4	2	0.9
O=C(CC1C(=O)NCCN1C(=O)Nc1ccccc1)Nc1ccc2c(c1)OCCO2 (centres undefined)	1.5	16	17	0	0	-14	0	3	0.8
CCCn1c(SCC(=O)N2CCCc3ccccc32)nnc1-c1ccccn1	0.21	-1	79*	.	-3	-4	.	2	0.2
Cc1cccc(NC(=O)c2cccc(N3C(=O)C4C5CCC(C5)C4C3=O)c2)c1C (centres undefined)	0.31	2	-12	18	-3	21	-18	9	1.1
CCN(CC)c1ccc(C2C(C(=O)Nc3ccccn3)=C(C)NC3=C2C(=O)CC(C)(C)C3)cc1 (centres undefined)	0.019	9	42	5	-6	2	-4	7	0.6
CCN1CCN(C(=O)CN(C)S(=O)(=O)c2ccc(OC)cc2)CC1	-1.9	-4	-19	-30	-7	-1	29	1	1.2
CC(C)OC(=O)c1ccc(OC(=O)c2cccnc2)cc1	0.16	14	7	0	-7	26	-1	0	0.9
Cc1ccc2cc(CN(CCCO)S(=O)(=O)c3cccc4nsnc34)c(=O)[nH]c2c1C	0.59	4	42	0	0	4	0	-2	0.6
CCOC(=O)CNS(=O)(=O)CCN1C(=O)c2ccccc2C1=O	-0.78	4	14	-12	-1	-17	14	0	0.9
Cc1ccc(-c2noc(CSc3nnnn3-c3ccccc3)n2)cc1	1.8	49*	73*	.	-6	31	.	-1	0.3
CCN(Cc1ccncc1)C(=O)c1cccc(S(=O)(=O)N2CCOCC2)c1	0.42	2	97*	.	.	.	.	26	0
O=C(CSc1nnc(-c2cccnc2)n1-c1ccccc1)NCc1ccc2c(c1)OCO2	0.38	17	-2	0	-9	17	1	3	1
CCc1ccccc1S(=O)(=O)Cc1ccc(C(=O)N2CCN(c3ccccc3OC)CC2)o1	1.8&1.2	8	91*	-7	-6	4	9	-2	0.1
COC(=O)c1c(NC(=O)C(C)(C)C)sc2c1C(C(=O)OC)CC2 (centres undefined)	-0.17	9	30	-1	4	2	3	-3	0.7
COc1ccc(/C=C(/NC(=O)c2ccccc2)C(=O)N/N=C/c2cccs2)cc1OC	0.82	24	29	4	-5	-7	-3	-4	0.7
O=C(O)CN(c1ccccn1)S(=O)(=O)c1ccccc1	-0.81	-3	-14	-2	-2	-2	-1	-16	1.1
CCCCCCNC(=O)CC(NS(=O)(=O)c1ccc(NC(C)=O)cc1)C(C)C (centres undefined)	0.4	-9	12	32	-4	5	-33	-1	0.9
CCOC(=O)CSc1nc2ccc(S(=O)(=O)N3CCOCC3)cc2[nH]1	0.3	17	6	-12	-2	8	10	2	0.9
O=C(NNc1nc2ccccc2s1)C1CC1	0.37	14	2	2	-9	5	1	-1	1
CC(=O)Nc1ccc(NC(=O)Cn2c(-c3ccc(F)cc3)cnc2SCC(=O)Nc2c(C)cccc2C)cc1	-0.4	-4	49	-15	-1	21	11	24	0.5
CN1C(=O)SC(Nc2ccc(F)cc2)C1=O (centres undefined)	0.62	9	18	.	-4	18	.	20	0.8
CCOc1ccc(Nc2oc(-c3ccc(Cl)cc3)nc2C#N)cc1	-0.21	-2	34	2	2	-11	2	2	0.7
COc1nc(Nc2ccc(OC)c(Cl)c2)nc(OC)n1	0.024	0	16	-4	2	-20	3	-9	0.8
COC(=O)c1ccccc1NC(=O)Cn1cnc2c(cnn2-c2ccccc2)c1=O	0.0071	21	-9	.	-5	6	.	-2	1.1

Rows are unselected, and some 24% of all compounds hit somewhere here.
